Screens (PubChem)
CXXC DNA block = blocks binding of human MLL CXXC domain to DNA | 0.037% of 290,000 active | Q03164 | Potency, µM (doses to about 115 µM), inactives show at the highest dose activity change, negative = inhibition, actives largely listed as inhibitors | AID 2662 | MLL-CXXC / FITC-HOXA9 DNA fluorescence polarization; active means well fitted inhibition curve with a large enough effect in the polarisation, with a control signal flat, not every such curve was filed as active; inconclusive means small, poorly fitted or top-dose-only effect, or effect the other way, or a change in a side signal; inactive means no such curve, though single readings can be large or run the other way; the % refers to the polarisation; further: potency means the concentration at half of the fitted maximal effect
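Purified MLL-CXXC (added from a 7 uM solution) was preincubated 5 min at ambient with pinned compounds in 50 mM Tris-HCl pH 7.5, 50 mM NaCl, 1 mM DTT, 0.05% BSA. Fluorescein-labeled HOX-A9 DNA (50 nM solution) followed, 30 min, then polarization read.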
KCNH2 WT inh = blocks the wildtype human KCNH2 potassium channel. U2OS, BacMam KCNH2, thallium flux FluxOr; hits give low values. AID 720551. 0.37% of 340,000 active. activity change, % at 1.84 µM;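 active means maximum activity change below -70%; inconclusive means maximum activity change between -70% and -50%; inactive means maximum activity change above -50%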; further: on the % scale 0 is the no-effect control and ±100 the full control effect
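U2OS cells were transduced with wild-type KCNH2 virus (2.03 x 10^8 / mL) for 4 h at room temperature, then cultured overnight at 37 C. Thallium flux was read with FluxOr dye. Rate constants were normalized to DMSO controls.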
Giardia killer = kills Giardia lamblia. Giardia lamblia trophozoite viability. 0.15% of 340,000 active. activity change, % at 7.66 µM, hits read low; in the data active means activity change below about -80%; inconclusive means between about -30% and that limit;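 further: parasites exposed to compound for two days anaerobically before the ATP read; on the % scale 0 is the no-effect control and ±100 the full control effect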
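Compounds were tested on trophozoites seeded at 100 cells/well and held 48 hrs at 37 deg C anaerobically. An ATP-based luminescent kit measured the remaining live cells.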
Tb PFK block = inhibitors of T. brucei phosphofructokinase; O15648; T. brucei PFK, ADP-Glo luminescence; Potency, µM (doses to about 57.5 µM), without a hit: top-dose activity, negative = inhibition, most hits filed as inhibitors; 0.17% of 330,000 active; AID 485367;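 further: potency means the concentration at half of the fitted maximal effect; 0% = uninhibited 1x PFK enzyme wells and -100% = no-enzyme wells; nearly all actives have a fitted effect of over 60% in size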
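ADP-Glo luminescence quantified ADP after 45 min at room temperature, with 1.25 nM T. brucei PFK, 0.1 mM ATP and 0.5 mM fructose-6-phosphate in pH 8.0 TEA buffer. qHTS titrations up to 57 µM; curves classified by quality.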
AT treatment = potential ataxia-telangiectasia treatments restoring KAP-1 phosphorylation | […] A-T fibroblasts, KAP-1 phosphorylation AlphaLISA; neocarzinostatin DNA damage 30 min before lysis | Potency, µM (series often up to 57.5 µM), for the others: at the top dose activation, usual class: activators | 0.19% of 320,000 active | AID 485349; further: potency means the concentration at half of the fitted maximal effect; % of control where 0% means no effect; nearly all actives have a fitted effect of over 45% in size
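ATM-like activity read as KAP-1 phosphorylation via AlphaLISA donor/acceptor antibody pairs after lysis and 6 hr at 25C. Cells were ATM-null patient fibroblasts ([…], hTERT), dosed 60 min, then exposed to the DSB inducer NCS for 30 min.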
TSHR antagonist = antagonists of human thyroid stimulating hormone receptor. P16473. TSHR-expressing cells, TSH-stimulated cAMP HTRF, 2 h; hits give low values. activity change, negative = inhibition, % at 11.5 µM. 0.2% of 330,000 active. AID 504810;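 active means activity change below a set negative limit, meaning inhibition stronger than a set level, cut at about -70% in these data; inconclusive means activity change between two set negative limits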; further: on the % scale 0 is the no-effect control and ±100 the full control effect
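Inhibition of cAMP made by TSHR-expressing cells under TSH stimulation (4nM final, EC80; 2 h, 37 deg C) is quantified with a one-step lysis HTRF kit, anti-cAMP cryptate versus cAMP-d2.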
Chronic BCR inh = chronic active BCR signaling inhibition; ABC-DLBCL IkBa-CBG/CBR reporter, luminescence ratio, 4 h; AID 493014; Potency, µM (top dose mostly 46.1 µM), inactives show at the highest dose ratio change, negative = lower green/red ratio, actives largely listed as inhibitors; 0.05% of 340,000 active; active means well fitted inhibition curve with a large enough effect in the signal ratio, with a control signal flat, not every such curve was filed as active; inconclusive means small, poorly fitted or top-dose-only effect, or effect the other way, or a change in a side signal; the % refers to the signal ratio;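 further: potency means the concentration at half of the fitted maximal effect; plate controls were basal doxycycline-induced cells for no effect and cells given 10 µM MG132 for full effect; MG132 reads +100%, hits lower the ratio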
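TMD8 human ABC-DLBCL cells with doxycycline-inducible IκBα–green luciferase fusion and unfused red luciferase, in 0.5% FBS medium; compounds up to 46 uM, 4 h at 37C. Green/red luminescence ratio, filter-overlap corrected, fitted to concentration-response curves.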
TCR activator = activators of T cell receptors. primary human leukocytes, anti-CD3, IL-2 HTRF, 48 h. Potency, µM (highest dose often 9.22 µM), for inactives: top-dose activation of IL-2 secretion, hits mostly activators. 330,000 tested, under 10 active. AID 504894; further: % of control where 0% means no effect
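1) Mix primary human leukocytes, a-CD3 beads and compound. 2) Incubate 48 hr. 3) Add HTRF IL-2 reagents (a-IL-2-K, a-IL-2-d2).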
GALK inhibitor = galactokinase (human) inhibition; P51570; Purified GALK, Kinase-Glo residual ATP luminescence; Potency, µM (highest dose often 57.5 µM), for inactives: top-dose activity change, negative = inhibition, usual class: inhibitors; 0.007% of 270,000 active; further: potency means the concentration at half of the fitted maximal effect; on the % scale 0 is the no-effect control and ±100 the full control effect
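ATP-depletion format; final 35 uM ATP, 100 uM D-galactose, 5 nM enzyme; pH 8.0 HEPES/Mg2+ buffer; 60 min RT; luminescence read 10 min after detection reagent.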
Coupling enz = inhibits coupling enzyme system, counter-screen for aldolase hits; coupling enzyme system counterscreen, AmpLite Red fluorescence; activity change, negative = inhibition, % at 58.2 µM, hits read low; 0.67% of 290,000 active; AID 2472; in the data active means activity change below about -30%; further: on the % scale 0 is the no-effect control and ±100 the full control effect
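Coupling enzymes only (glyceraldehyde-3-phosphate) + compound, at 57.5 uM final, 10 min RT; add substrate/coupling/AmpLite Red mix, 20 min RT; fluorescence ex 525/em 598 nm. Actives flag coupling-system interference.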
Starred values were filed as active, the others as inactive; ? = inconclusive; / = no result given; [ ] = dose if it differs, or a comment. Unless noted, the call rests on the fitted dose curve; in most records, active means well fitted curve in the direction sought with a large enough effect; inconclusive means small, poorly fitted or top-dose-only effect, or another doubt; inactive means no such curve, though single readings can be large; an effect the other way counts as inactive or inconclusive.

mol	CXXC DNA block	KCNH2 WT inh	Giardia killer	Tb PFK block	AT treatment	TSHR antagonist	Chronic BCR inh	TCR activator	GALK inhibitor	Coupling enz
COc1ccccc1C(=O)NCCN1CCN(C(=O)c2ccccc2OC)CC1	-3.1%	0.2	-16.1	1.2%	-4.7%	-1.4	-2.1%	13.9%	-0.6%	3.0
Cc1csc(C(=O)O)c1NC(=O)c1c(Cl)cccc1Cl	?	-36.5	-0.7	?	3.2%	4.0	-1.6%	-3.1%	-0.7%	0.2
O=c1nc(C(F)(F)F)nc2ccccn12	6.8%	11.4	-16.4	-2.1%	1.4%	-3.3	?	7.4%	-1.9%	1.8
COc1ccc([N+](=O)[O-])cc1NC(=O)C(C)OC(=O)Cc1ccc(OC)c(OC)c1 (stereo not given)	/	0.9	5.4	-4.4%	1.3%	22.4	-1.1%	-54.0%	/	/
COC(=O)Cc1cc(=O)[nH]c(/N=C(\N)Nc2ccccc2C)n1	2.7%	1.6	-11.8	1.3%	1.7%	0.7	-1.0%	-2.4%[46.1 µM]	0.5%	0.0
COc1ccccc1Nc1cc(C(=O)NCCCN2CCOCC2)c2ccccc2n1	3.5%	6.9	14.7	1.0%	-8.7%	14.5	?	-5.5%	1.9%	1.9
C=CCN(C#N)c1nc(OC)nc(N2CCCC2)n1	4.7%	-4.1	3.8	0.5%	2.3%	-2.1	-16.2%	3.3%	-0.2%	1.9
COc1ccc(NS(=O)(=O)c2ccc(C)c(C(=O)N(C)Cc3ccc(C)cc3)c2)cc1	/	2.5	13.3	1.8%	-13.6%	5.8	-20.1%	3.5%	/	/
CCC(c1nnnn1Cc1ccco1)N(CCc1ccccc1)Cc1cc2cccc(C)c2[nH]c1=O (stereo not given)	0.2%	-261.3*	12.0	-1.6%	2.0%	1.7	?	1.3%	1.0%	-4.2
Fc1ccc(NC(=S)N2CCCN(c3ccc(C(F)(F)F)cn3)CC2)c(F)c1	10.9%	-4.4	-11.5	2.2%	-1.3%	-21.8	?	2.1%	/	2.9
CC(=O)NCC(=O)N(c1ccccc1)C1(C(=O)NC2CCCCC2)CCCCC1	-13.8%	0.9	4.5	0.3%	-3.2%	2.9	?	7.7%	3.4%	-0.6
COC(=O)C(C)Oc1ccc(-c2nccc(-c3cccs3)n2)cc1 (stereo not given)	-5.0%	-2.9	?	-3.9%	-3.3%	-6.9	-0.1%	-3.1%	0.0%	-4.0
O=C(Nc1nccs1)c1ccc(-c2ccccc2[N+](=O)[O-])o1	-8.3%	-7.8	-11.1	2.8%	-3.4%	1.0	?	5.9%	0.2%	-3.6
O=C1NCCN(C(=O)CCc2nnc(-c3ccsc3)o2)C1c1ccc(F)cc1 (stereo not given)	-0.8%	/	-3.3	4.0%	0.7%	4.7	-0.2%	-0.3%	2.6%	-1.6
CC(=O)c1ccc(NC(=O)CCC(=O)N2CC(C)Oc3ccc(C)cc32)cc1 (stereo not given)	11.6%	3.8	13.7	-3.5%	-5.8%	5.3	4.8%	-10.8%	1.4%	/
CCc1cccc(CC)c1NC(=S)Nc1ccccc1	-7.6%	3.4	-11.5	-1.0%	4.9%	-2.8	-3.9%	16.5%	-3.1%	0.7
Cc1ccc(-c2nc3cnccn3c2Nc2ccccc2)o1	5.8%	-7.8	-19.2	?	22.9%	-0.8	-11.4%	1.9%	1.7%	0.4
Cc1cccc2cc(CN(Cc3ccc(F)cc3)C(=O)N3CCOCC3)c3nnnn3c12	1.8%	-14.6	6.1	-2.1%	-3.5%	2.6	0.7%	/	1.3%	-0.4
Cc1ccc(-c2nnc(C)c(N3CC(C)OC(C)C3)n2)cc1 (stereo not given)	-1.4%	12.0	-2.6	-7.8%	5.8%	0.6	-0.5%	1.6%	1.2%	1.1
Cc1ccc(C)c(OCCOCCN2CCOCC2)c1	-5.0%	4.9	-15.3	-0.5%	-5.2%	6.8	2.0%	0.4%	0.3%	1.0
CCOC(=O)N1CCN(C(=O)NC2CCCCC2)CC1	-3.0%	1.6	4.6	0.1%	-0.1%	4.9	3.6%	3.6%	3.5%	1.0
CN(Cc1ccccc1)C(=O)COC(=O)CCC(=O)c1ccc(Cl)cc1	/	-5.3	-8.7	0.6%	23.3%	-14.0	3.7%	2.0%	/	/
Cc1ccccc1NC(=O)CCNS(=O)(=O)c1ccc2[nH]c(=O)oc2c1	0.7%	7.8	-4.5	-1.2%	6.3%	-3.3	2.4%	-4.8%	0.2%	/
O=C(c1ccc(F)cc1)N(c1ccccn1)C1CCCCC1	-5.1%	1.4	11.0	-1.0%	-0.3%	8.1	2.0%	-3.3%	-2.0%	4.7
CCCC12CN3CC(C)(CN(C1)C3c1ccc3c(c1)OCO3)C2=O (stereo not given)	4.8%	8.2	-13.7	3.7%	-10.9%	12.1	?	10.4%	-1.6%	3.5
O=C(NCc1ccncc1)c1ccc(Cn2cc(C(F)(F)F)ccc2=O)cc1	-3.1%	-10.5	-21.3	0.3%	1.7%	10.4	-5.1%	5.6%	0.1%	-1.0
O=C(COC(=O)C(Cc1ccccc1)NC(=O)c1ccc(Cl)cc1)c1ccc(Cl)cc1 (stereo not given)	0.7%	-21.6	-19.6	1.9%	0.4%	-3.5	-2.3%	-0.7%[46.1 µM]	0.4%	0.9
CN1C(N)=NC(=O)/C1=C/c1ccc(F)cc1	-1.8%	-5.2	-8.9	-4.4%	8.0%	22.4	-12.7%	-6.9%	-1.1%	0.4
O=C(CCN1C(=O)/C(=C/c2ccc3c(c2)OCO3)SC1=S)NNC(=O)c1cccnc1	-24.7%	1.5	-20.4	-6.6%	-1.2%	8.1	?	1.7%	7.8%	3.2
Cc1cc(C(=O)COC(=O)c2ccc(O)cc2O)c(C)n1-c1ccc(OC(F)F)cc1	/	-13.0	-8.9	3.8%	-1.3%	-33.7	?	3.6%	/	/

(listing goes on)
mol	CXXC DNA block	KCNH2 WT inh	Giardia killer	Tb PFK block	AT treatment	TSHR antagonist	Chronic BCR inh	TCR activator	GALK inhibitor	Coupling enz
CCOC(=O)C=Nc1c(N)n(C)c(=O)n(C)c1=O	-9.7%	-4.6	-2.7	2.4%	-6.4%	12.8	4.6%	-0.5%[46.1 µM]	2.4%	-9.8
O=C(CC1CC2CCC1C2)OCC(=O)c1c[nH]c2ccccc12 (stereo not given)	8.2%	12.3	10.9	6.5%	1.4%	-0.1	?	2.9%	-4.3%	-1.3
CC1CCCCN1S(=O)(=O)c1ccc(C(=O)Nc2nnc(-c3ccco3)o2)cc1 (stereo not given)	-0.2%	-1.5	-8.4	2.5%	-1.9%	-3.5	7.4%	-5.4%	0.5%	6.6
Cc1sc2ncnc(N(C)C3CCCCC3)c2c1C	3.5%	12.7	14.7	-2.6%	-0.5%	-11.6	?	-6.5%	5.6%	3.4
O=C(CSc1cn(Cc2ccccc2)c2ccccc12)Nc1nccs1	5.5%	0.5	-7.3	1.1%	-2.0%	-13.0	?	-3.2%	2.5%	0.8
CSc1ccc(-c2c(C#N)c(N)nc3c2CCCC3)cc1	-3.6%	-2.8	2.5	-3.3%	4.8%	-2.8	?	-4.5%	5.1%	-2.0
O=S(=O)(c1ccccc1)N1CCN(c2cc(-c3ccccc3)nc3ncnn23)CC1	21.8%	29.7	-2.0	7.9%	4.4%	8.1	7.0%	/	-2.8%	7.9
COCCn1c(SCC(=O)N2CCN(c3ccccc3)CC2)nc2c(c1=O)SC(C)C2 (stereo not given)	-6.4%	-0.3	27.3	0.1%	-5.4%	-9.2	1.0%	3.7%	1.4%	4.8
CCc1ccc(OCCCCN(C)Cc2ccccc2)cc1	-5.7%	24.4	-9.2	1.2%	9.5%	15.4	6.5%	1.2%	4.0%	1.3
O=C(OCCCOC(=O)c1cc[n+]([O-])cc1)c1cc[n+]([O-])cc1	1.5%	-12.9	-1.8	1.1%	1.0%	-4.2	1.3%	8.5%	-1.6%	/
CC(C)C(c1nnnn1C1CCCCC1)N1CCCc2ccccc21 (stereo not given)	2.7%	2.2	-16.5	0.4%	/	-16.4	20.7%	-3.0%[46.1 µM]	1.9%	0.0
COc1ccc(CC(=O)NCc2ccco2)cc1OC	11.0%	-7.9	-4.0	-2.8%	1.3%	22.4	?	-87.9%	-1.2%	-4.2
Cc1nn(-c2ccccc2)c(C)c1NC(=O)Cc1cccs1	3.3%	-0.3	-15.4	-9.0%	19.6%	3.5	-1.8%	-7.7%	/	0.2

Retrieved one by one from the list above:
mol	CXXC DNA block	KCNH2 WT inh	Giardia killer	Tb PFK block	AT treatment	TSHR antagonist	Chronic BCR inh	TCR activator	GALK inhibitor	Coupling enz
CSc1ccc(-c2c(C#N)c(N)nc3c2CCCC3)cc1	-3.6%	-2.8	2.5	-3.3%	4.8%	-2.8	?	-4.5%	5.1%	-2.0
CCOC(=O)C=Nc1c(N)n(C)c(=O)n(C)c1=O	-9.7%	-4.6	-2.7	2.4%	-6.4%	12.8	4.6%	-0.5%[46.1 µM]	2.4%	-9.8
